Bioassay records as filed in PubChem BioAssay.
PNC inhibitor = perinucleolar compartment assembly inhibition. PC3M PTB-GFP, PNC prevalence imaging, 16 h; hits give low values. activity change (PNC), negative = inhibition, % at 10 µM. hit rate 3.1% among 140,000. AID 2417;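 active means readout at or below -70, meaning at least 70% loss of cells showing the perinucleolar compartment, a nuclear body marking cancer cells; inconclusive means readout between -30 and a set limit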;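 further: plate controls were DMSO wells for no effect and camptothecin positive control wells for full effect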
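Compounds are pinned in duplicate onto adhered PC3M cells stably expressing GFP-tagged PTB and incubated 16 h at 37 C. Cells are then fixed, nuclei stained with Hoechst, and PNC-positive cells counted.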
ALOX12 inhib = inhibitors of human 12-lipoxygenase (ALOX12) | hit rate 0.12% among 150,000 | AID 1452 | P18054 | purified 12-hLO, xylenol orange hydroperoxide absorbance | Potency, µM (highest dose often 57.1 µM), for the others: at the top dose activity change, negative = inhibition, most hits filed as inhibitors; further: potency means the concentration at half of the fitted maximal effect; nearly all actives have a fitted effect of over 55% in size; many of its hits are not listed in these tables
Target sequence (P18054 whole entry, looked up): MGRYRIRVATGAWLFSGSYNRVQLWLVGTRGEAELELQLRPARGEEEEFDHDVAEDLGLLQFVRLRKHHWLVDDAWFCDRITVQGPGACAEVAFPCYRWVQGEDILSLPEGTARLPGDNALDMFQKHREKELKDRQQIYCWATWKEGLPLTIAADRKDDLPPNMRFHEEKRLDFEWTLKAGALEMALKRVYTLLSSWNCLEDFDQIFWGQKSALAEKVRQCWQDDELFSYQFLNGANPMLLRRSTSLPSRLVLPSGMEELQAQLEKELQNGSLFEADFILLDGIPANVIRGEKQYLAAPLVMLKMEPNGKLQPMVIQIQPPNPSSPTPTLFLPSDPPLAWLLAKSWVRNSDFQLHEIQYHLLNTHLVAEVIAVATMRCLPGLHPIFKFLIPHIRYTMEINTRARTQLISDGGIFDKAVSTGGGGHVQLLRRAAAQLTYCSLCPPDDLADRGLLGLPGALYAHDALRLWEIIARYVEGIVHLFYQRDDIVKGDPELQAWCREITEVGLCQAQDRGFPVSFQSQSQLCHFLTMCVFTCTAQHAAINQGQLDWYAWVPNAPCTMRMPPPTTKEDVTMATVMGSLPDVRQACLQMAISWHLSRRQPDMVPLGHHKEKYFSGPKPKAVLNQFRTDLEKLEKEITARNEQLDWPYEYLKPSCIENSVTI
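Purified human 12hLO (150 nM final) was preincubated with compounds for 15 min at room temperature in 25 mM Hepes pH 7.0, 0.01% Triton X-100, then reacted with 40 uM arachidonic acid for 30 min. Hydroperoxide was detected with ferrous iron/xylenol orange.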
15-hLO-2 inh = blocks human 15-lipoxygenase 2 activity; Potency, µM (top dose mostly 57.1 µM), for the others: top-dose activity change, negative = inhibition, most hits filed as inhibitors; O15296; hit rate 0.56% among 110,000; purified 15hLO-2, xylenol orange hydroperoxide absorbance; further: potency means the concentration at half of the fitted maximal effect; nearly all actives have a fitted effect of over 60% in size; many of its hits are not listed in these tables
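Read-out: hydroperoxide product oxidises ferrous iron, measured as xylenol orange complex via the 573-to-405 nm absorbance ratio after 30 min. Reaction: 50 nM enzyme, 15 min compound preincubation, 45 uM arachidonic acid, 90 min RT, Hepes pH 7.5 with Triton X-100.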
IMPase cell inh = membrane-permeable compound that blocks inositol monophosphatase | 120,000 tested, under 10 active | inhibition (IP1 accumulation), % at 46.1 µM | P97697 | CHO-M1 cells, IP1 accumulation, HTRF TR-FRET ratio; active means well fitted curve in the direction sought with a large enough effect in the signal ratio, not every such curve was filed as active; inconclusive means small, poorly fitted or top-dose-only effect, or a change in a side signal; inactive means no such curve, though single readings can be large or run the other way; the % refers to the signal ratio;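 further: cells stimulated with carbachol in lithium chloride buffer; plate controls were DMSO basal wells for no effect and reference inhibitor wells for full effect; higher means more IMPase inhibition seen as more IP1 and lower FRET ratio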
Target sequence (P97697 whole entry, looked up): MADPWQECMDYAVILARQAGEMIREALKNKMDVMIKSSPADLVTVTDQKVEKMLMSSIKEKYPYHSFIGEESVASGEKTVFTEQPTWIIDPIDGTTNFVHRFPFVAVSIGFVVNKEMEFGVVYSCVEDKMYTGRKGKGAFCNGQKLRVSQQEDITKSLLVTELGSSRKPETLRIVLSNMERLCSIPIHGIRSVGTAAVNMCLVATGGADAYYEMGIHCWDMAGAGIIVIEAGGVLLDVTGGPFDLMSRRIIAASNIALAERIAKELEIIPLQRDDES
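Elevated IP1 in lysates lowers TR-FRET signal (665/620 ratio and 620 channel reported). Cells were CHO-M1, given carbachol (50 uM as added) plus 50mM LiCl, pH 7.4, 30 min, 37C; compounds titrated up to 46 uM; AC50 by Hill equation.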
An asterisk follows results filed as active; ? = inconclusive; . = no result given; [ ] = another dose, or the depositor's remark. Unless noted, the call rests on the fitted dose curve; in most records, active means well fitted curve in the direction sought with a large enough effect; inconclusive means small, poorly fitted or top-dose-only effect, or another doubt; inactive means no such curve, though single readings can be large; an effect the other way counts as inactive or inconclusive. Unless noted, on the % scale 0 is the no-effect control and ±100 the full control effect. Some of the compounds tested. The share of hits here may be higher or lower than overall.

cpd	Compound	PNC inhibitor	ALOX12 inhib	15-hLO-2 inh	IMPase cell inh
1	O=C(Nc1ccc(Cl)cc1Cl)c1n[nH]c(Cn2cncn2)n1	30	-5%	3%	4
2	Cc1cc(=O)oc2cc(OCC#N)ccc12	16	7%	4%	-3
3	CN1CCN(c2ccccc2NC(=O)c2ccc(Br)o2)CC1	?	-3%	10%	-9
4	Cc1ccccc1Cn1c(-c2cncs2)nc2ccccc21	?	0%	52%[activator]	-11
5	COCCCN(C(C)=O)c1nc(-c2ccccc2)cs1	-5	-9%	-9%	1
6	Cc1ccc(SCc2cc(-c3ccc(Cl)cc3)no2)cc1	66	-1%	17%	-1
7	COC(CNC(=S)Nc1ccc([N+](=O)[O-])cc1)OC	-12	-3%	.	.
8	O=C(Nc1nnc(-c2ccc(Cl)cc2)o1)Nc1ccccc1Cl	30	5%	-2%	5
9	COc1ccc2c(c1OC)C(=O)N(c1cccc(C(F)(F)F)c1)C2	36	-7%	-4%	0
10	O=C(CN(C(=O)CCC(=O)Nc1nccs1)c1ccc(F)cc1)NCc1ccco1	?	-4%	6%	3
11	O=C(Nc1ccccc1N1CCOCC1)c1cnccn1	-7	4%	-9%	3
12	CC1(C)CC1C(=O)Nc1ccc([N+](=O)[O-])cc1Br (stereo unspecified)	-24	-1%	.	-2
13	COc1ccccc1-c1nnc(NC(=O)C(C)C)s1	-3	-4%	-13%	4
14	COc1cc(NC(=S)N2CCCC(CO)C2)c(OC)cc1Cl (stereo unspecified)	21	1%	.	.
15	CC1CCCC(NC(=O)NC(=O)CCl)C1C (stereo unspecified)	-1	0%	.	.
16	COc1ccc(/C=N/NC(=O)c2ccccc2)cc1OS(=O)(=O)c1ccccc1	46	3%	.	.
17	COc1ccccc1[C@H]1C(c2ccc(F)cc2)=NN(c2ccccc2)[C@@H]1CO	.	-7%[0.00818 µM]	-18%[0.0915 µM]	.
18	CCOC(=O)c1c(C)n(C)c2ccc(OC)c(NC(=O)c3cccs3)c12	?	-6%	-18%	-1
19	Cc1cccc(NC(=O)CNC(=O)COc2ccc(C(=O)c3ccc(F)cc3)cc2)c1C	-20	-2%	.	.
20	CCOC(=O)c1ccc(NS(=O)(=O)c2cccc3nsnc23)cc1	-11	3%	1%	6
21	COCc1[nH]nc2c1C1(C(=O)Nc3ccc(F)cc31)C(C#N)=C(N)O2 (stereo unspecified)	31	-6%	3%	-1
22	COc1ccc(N=C2C(=Nc3ccc(OC)cc3)N(c3ccccc3)C(=S)N2C(=O)c2ccc(Cl)cc2)cc1	-100*	3%	.	-8
23	O=C(Cn1cnc2ccccc2c1=O)N(Cc1ccco1)c1ccc(O)cc1	18	-3%	-8%	-2
24	O=C(c1csnn1)N1CCC2(CC1)CN(c1ccccc1)C2	.	1%	-4%	.
25	CCCCCCNCc1c(F)cccc1Cl	-25	-1%	.	.
26	COCC(C)NC(=O)c1ccccc1[N+](=O)[O-] (stereo unspecified)	30	-1%	.	.
27	COc1ccccc1NC(=O)CSc1nnc(C)n1Cc1ccccc1	-14	-2%	-3%	10
28	Cc1ccc(S(=O)(=O)NCC(=O)N(CC(=O)NC2CCCCC2)Cc2ccco2)cc1	?	-4%	-7%	1
29	COc1ccc(-n2cc3c(-c4cccc(Br)c4)nnc(C)c3n2)cc1	34	-4%	.	.
30	CC(=O)Nc1nc(-c2ccccc2)nc(C)c1C(C)=O	-17	-7%	1%	-11
31	O=C(NCc1ccc(Cl)cc1)C(=O)NCC(c1ccco1)N1CCOCC1 (stereo unspecified)	-24	-2%	.	8
32	COc1ccc(-c2coc3cc4oc(=O)c5ccccc5c4cc23)cc1F	-81*	3%	.	0
33	COC(=O)C(NC(C)=O)(Nc1ccc(Br)cc1)C(=O)OC	26	-2%	1%	8
34	O=C(NCC1COc2ccccc2O1)c1cn(Cc2ccc(F)cc2)nn1 (stereo unspecified)	-19	-1%	-4%	-11
35	Cn1c(SCc2ccc(Cl)cc2)nc(C(F)(F)F)cc1=O	35	0%	-4%	2
36	CCCCn1c(-c2ccco2)nc2ccccc2c1=O	-16	-2%	2%	4
37	Cn1c(=O)c2c(nc(SCCN3CCCCC3)n2Cc2ccccc2)n(C)c1=O	?	-2%	10%	12
38	O=C(CSc1nnc(Cc2cccs2)n1Cc1ccco1)Nc1ccc(Br)cc1	-14	-28%	?	17
39	Cc1ccc2sc(NNC(=O)c3cc(-c4cccs4)nc4ccccc34)nc2c1C	75	7%	.	.
40	CCCN1c2cccc3cccc(c23)S1(=O)=O	28	-3%	-6%	10
41	Cc1cccc(-n2[nH]c(C)c(C=Nc3ccc4[nH]c(=O)[nH]c4c3)c2=O)c1	46	-1%	.	4
42	O=C(/C=C/c1ccc([N+](=O)[O-])cc1)NCc1ccccn1	-2	-1%	.	.
43	CC12C=CC(=O)C=C1[C@@H](F)CC1C2C(O)CC2(C)C1CC[C@]2(O)C(=O)CO (stereo partly specified)	.	-3%[0.00818 µM]	-10%[0.0915 µM]	.
44	COc1cc(CCC(=O)Nc2ccc(Cl)c(C(F)(F)F)c2)cc(OC)c1OC	-18	-1%	.	.
45	Cc1ccc(S(=O)(=O)NC(=O)c2cccn2C)cc1	?	-3%	-9%	5
46	CC1=C/C(=N/O)C([C@H]2C=C(C)CC(C)(C)[C@@H]2O)C(C)(C)C1 (stereo partly specified)	.	2%[11.4 µM]	-2%[11.4 µM]	.
47	O=C(Nc1ccc(Cl)cc1)OCc1cc(-c2ccccc2)on1	-16	-7%	0%	-4
48	Cc1ccc(-c2nc3cc(NS(=O)(=O)c4ccc(C)cc4)ccc3o2)cc1	-21	-25%	-3%	5
49	CCOc1ccc2nc(SCc3ccc(OC)cc3)sc2c1	11	3%	.	.
50	CCOC(=O)NC(=O)CSc1nnc(C)s1	-24	-1%	1%	4

Later entries.
cpd	Compound	PNC inhibitor	ALOX12 inhib	15-hLO-2 inh	IMPase cell inh
51	Cc1ccc(OCC(=O)N/N=C/C=C/c2ccco2)cc1	9	-27%	?	6
52	N#Cc1c(N)oc(-c2ccccc2)c1-c1ccccc1	-13	-3%	-20%	12
53	Cc1oc(-c2ccccc2)cc1C(=O)Nc1ccc2ccccc2c1	-11	?	?	8
54	O=C1CCCN1c1ccc(S(=O)(=O)NCCOc2ccccc2)cc1	7	-1%	.	?
55	Cc1cc(C)c(-c2c(O)c3cnn(-c4ccccc4)c3[nH]c2=O)c(C)c1	?	-9%	.	.
56	COC(=O)C1=C(C(=O)OC)SC2(S1)C(C(=O)OC)=C(C(=O)OC)SC1=C2c2cc(C)cc(C)c2NC1(C)C	?	-18%	-9%	4
57	Cn1nnnc1SCCNS(=O)(=O)c1ccccc1	?	0%	1%	8
58	COC(=O)C1=C(CSc2nnnn2C)NC(=O)NC1c1cc(C)ccc1C (stereo unspecified)	-16	-1%	-2%	7
59	CCC(=O)NCCC1CCc2ccc3c(c21)CCO3 (stereo unspecified)	.	0%	-9%	.
60	CC(C)NCCCCOc1ccccc1-c1ccccc1	-13	-1%	.	.
61	CCOC(=O)COc1c(-c2ccc(OC)cc2)oc2ccccc2c1=O	-7	-8%	.	-1
62	Cc1ccc(C)c(S(=O)(=O)N/N=C/c2ccc(C(=O)O)cc2)c1	?	0%	.	.
63	COc1cccc2c(=O)n(CC(=O)Nc3ccc(F)cc3F)ccc12	2	-6%	-1%	-8
64	O=C(COc1ccccc1)Nc1sc2c(c1C(=O)NCc1cccnc1)CCCC2	21	0%	9%[11.4 µM]	-8[1.84 µM]
65	Cc1ccc(C)c(SCC(=O)OCC(=O)Nc2ccc(S(=O)(=O)N3CCOCC3)cc2)c1	9	-7%	7%	5
66	CCC(C)(C)NC(=O)C(c1ccccc1F)N(Cc1ccco1)C(=O)c1csnn1 (stereo unspecified)	?	-3%	2%	0
67	COc1cc(OC)c(OC)cc1/C=N/NC(=O)c1cc(-c2cccn2C)n[nH]1	68	-6%	-14%	2
68	COc1ccc(C(=O)NC2CC3CCCC(C2)N3CC(C)C)cc1OC (stereo unspecified)	23	-2%	-3%	1
69	Cc1nc2c(Cl)cccc2[nH]1	-9	1%	-5%	-4
70	CC(Sc1nnc(NC2CCCCC2)s1)C(=O)Nc1ccc2c(c1)C(=O)c1ccccc1C2=O (stereo unspecified)	-27	-1%	.	.
71	Cc1csc(-c2cnn(-c3ccccc3)c2NC(=O)c2ccccc2)n1	12	-2%	1%	0
72	CCOC(=O)c1c(N)sc(C(=O)N2CCOCC2)c1C	-100*	-1%	.	3
73	CC(=O)c1c(C)[nH]c(C(=O)Nc2nc(-c3ccccc3)c(C)s2)c1C	35	15%	.	2
74	CCN(CC)c1ccc(NC(=O)CN2CCN(CC(=O)Nc3ccc(F)cc3)CC2)cc1	9	-1%	2%	7
75	O=C(NCc1ccccc1)c1ccc2c(=O)n(CC3CCCO3)c(=S)[nH]c2c1 (stereo unspecified)	21	4%	7%	-2
76	O=C(CSCc1ccccc1)N=Nc1c(O)[nH]c2ccccc12	-15	3%	.	1
77	CCOC(=O)C(NC(=O)CC)(Nc1ccc(S(=O)(=O)Nc2ncccn2)cc1)C(F)(F)F (stereo unspecified)	0	-3%	-5%	12
78	Cn1nnnc1SCc1ccc(C(=O)Nc2ccc(Br)cc2)cc1	21	-2%	-10%	1
79	COc1ccc(C(=O)NC(=S)Nc2ccccc2N2CCCCC2)cc1[N+](=O)[O-]	8	?	.	.
80	CC(=O)c1ccc(NC(=O)c2noc3c2CCCCC3)cc1	-19	1%	-1%	4
81	ON1C2CCCCC2N(O)C1c1ccccc1C(F)(F)F (stereo unspecified)	-12	-4%	-17%	1
82	CC(C)CO/C(=N/S(=O)(=O)c1ccccc1)c1ccccc1	37	-1%	-1%	4
83	O=C(CSc1ncc(-c2ccc(F)cc2)n1Cc1ccco1)Nc1ccc2c(c1)OCO2	?	-7%	56%[activator]	?
84	CC(=O)Oc1cccc(N2C(=O)C3CC=CCC3C2=O)c1 (stereo unspecified)	?	-3%	-5%	2
85	Cc1ccc(-n2c(C)cc(/C=N\NC(=O)CC(=O)NC(C)C)c2C)cc1	?	-7%	.	.
86	CCN1CCN(C(c2cccnc2)c2cc(Cl)c3cccnc3c2O)CC1 (stereo unspecified)	26	?	17%	9
87	CCn1c(SCC(=O)Nc2ccccc2C(=O)OC)nnc1-c1ccc(N)cc1	14	-7%	-8%	-2
88	Cc1ccc(CSc2nc3c(c(N(C)C)n2)CCCC3)cc1	-20	0%	18%	9
89	CCn1c(C)c(C(C)=O)c(N2CCC(C(N)=O)CC2)nc1=S	-13	-3%	-4%	1
90	CC(C)(C)C(=O)N1CCN(c2ccc(Cl)cc2[N+](=O)[O-])CC1	-1	-4%	.	.
91	O=C(CSc1nc2ccccc2c(=O)n1CC1CCCO1)NCC1CCCO1 (stereo unspecified)	?	-1%	0%	-9

Fetched one by one from the entries so far:
cpd	Compound	PNC inhibitor	ALOX12 inhib	15-hLO-2 inh	IMPase cell inh
89	CCn1c(C)c(C(C)=O)c(N2CCC(C(N)=O)CC2)nc1=S	-13	-3%	-4%	1
88	Cc1ccc(CSc2nc3c(c(N(C)C)n2)CCCC3)cc1	-20	0%	18%	9
